HEK293 NOD2/NF-kB – NOD2 signaling inhibitors, cell-based, luminescence, uHTS, HEK293 (AID 1566); HEK293 NOD2/NF-kB luciferase reporter, luminescence; higher % means a stronger effect; one-dose inhibition, % at 4 µM; EC50 in µM for titrated hits; 290,000 tested, 0.63% active; in the data active means inhibition above about 50%; further: many of its hits are not listed in these tables
Autophagy mod – autophagy modulators in MEF cells, primary screen, imaging, high-content, MEF GFP-LC3. MEF GFP-LC3 puncta imaging; test concentration mostly 10 µM. calls only at 10 µM (by protocol). 190,000 tested, 0.98% active. AID 463193, 2010;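 active means percentage of spot-positive cells more than 3 SD above its plate mean, without a fluorescence outlier flag or 80% toxicity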;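 further: spot-positive cell cutoff set from DMSO-treated cells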
MT stabilize HCS – microtubule stabilizers in HeLa cells, primary screen, imaging, high-content imaging. 200,000 tested, 0.83% active. HeLa tubulin immunostaining HCS, 24 h; share of cells brighter than vehicle mean+2SD. % tubulin-high responders, % at 10 µM;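 active means plate Z-score above 3 for both tubulin-high and condensed-nucleus cell shares, with cell loss under 80%, at 10 µM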;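 further: anti alpha tubulin signal scored within the nucleus-defined area of each cell; some results filed as inactive read as strong as hits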
Insulin prom up – insulin promoter activators in MIN6 cells, imaging, high-content screening, mouse beta cells; 190,000 tested, 0.3% active; z-score at 5 µM; MIN6 insulin promoter-GFP reporter; stronger effect = higher value; AID 1625, 2009;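 active means z-score above 3 at 5 µM with at least 500 cells counted in the well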
Yfh1-depleted yeast – enhancers of respiration in Yfh1-depleted yeast, dose response, Friedreich's ataxia, plus single-dose screen (AID 1465) | fold induction at 50 µM, or EC50 in µM where a hit was titrated | S. cerevisiae Yfh1-off respiration, WST-1 reduction, 72 h; higher fold induction means a stronger effect | 220,000 tested, 0.074% active;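 active means fold induction of absorbance versus untreated yeast above a set limit, then at least 30% activation at any dose in follow-up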;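 further: activators that raise dye reduction in frataxin-depleted yeast; strong numbers were not always called active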
bCat nuc transl – modulators of beta-catenin nuclear translocation, primary screen, imaging, HeLa cells, immunofluorescence, high-content. AID 1665, 2009. 190,000 tested, 0.3% active. nuclear translocation activity, % at 5 µM;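 active means nuclear translocation activity above 50% at 5 µM, with a well cell count of 50 or more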;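 further: per-cell ratio of nuclear to cytoplasmic median beta-catenin stain intensity; plate controls were DMSO negative control for no effect and GSK-3 inhibitor IX positive control for full effect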
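System: HeLa cells, endogenous beta-catenin; compound dosing: 5 µM primary single dose, 0.1% DMSO, 0.02–20 µM confirmation series; incubation: 24 h compound exposure at 37°C, 5% CO2; signal: beta-catenin immunofluorescence imaging with DAPI; evaluation: % activation, nuclear-to-cytoplasmic median beta-catenin signal ratio per cell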
Dynein transport – inhibitors of GR-EGFP nuclear translocation, primary screen, dynein cargo transport inhibitor project, imaging, high-content, 3617.4 mouse cells; AID 1381, 2008; test concentration mostly 20 µM; stimulated with dexamethasone, 1 µM; stronger effect = lower value; z-score, hits read low; 220,000 tested, 0.47% active;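 active means plate z-score of nuclear minus cytoplasmic receptor signal below a set negative limit, without overly bright fluorescence or cell loss, cut at about -3.5 in these data, passing the limit was not always enough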;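 further: z-score of nuclear minus cytoplasmic ring GR-EGFP intensity difference per well; some compounds called inactive have numbers as strong as hits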
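Buffer or medium: tet-free medium with charcoal-stripped serum / Also added: dexamethasone agonist, 1.0 µM final, for 30 min / Timing: induction 48 h, compound 1 h, agonist 30 min / Measured by: high-content fluorescence imaging after fixation / Read-out: nuclear-to-cytoplasmic GR-EGFP distribution per well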
P. falciparum M17LAP – P. falciparum M17LAP inhibitors, primary screen, biochemical, fluorogenic H-Leu-NHMec substrate, 1536-well (AID 1619); Leucine aminopeptidase (Plasmodium falciparum (isolate 3D7)); recombinant M17LAP, H-Leu-NHMec fluorogenic kinetic assay; higher % means a stronger effect; one-dose inhibition, % at 30 µM; IC50 in µM for titrated hits; 220,000 tested, 0.38% active;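 active means compound inhibiting the enzyme by more than half at any dose during confirmatory dose-response retesting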;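 further: plate controls were full reaction with DMSO carrier for no effect and no enzyme background for full effect; strong numbers were not always called active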
NOD1 inhibition – NOD1 signaling inhibitors, primary screen, cell-based, luminescence, uHTS (AID 1578); NOD1-driven NF-kB luciferase reporter cells, luminescence; higher % means a stronger effect; inhibition, % at 4 µM; hits with a dose series show EC50 in µM; 290,000 tested, 1% active; in the data active means inhibition mostly above about 36%, no sharp cut-off; inactive means mostly below about 34%;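 further: HEK-293T reporter cells stimulated with the NOD1 agonist gamma-tri-DAP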
Dynein transport cytoplasmic EGFP – recorded beside Dynein transport, whose call it bears; z-score; measured here: cytoplasmic GR-EGFP intensity; stronger effect = higher value
Dynein transport nuclear GR-EGFP – second read-out of Dynein transport, no call of its own (marks repeat the call); z-score; measured here: nuclear GR-EGFP intensity;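 lower value marks the stronger effect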
Dynein transport cell count – also measured in Dynein transport; calls as there; z-score; measured here: cell count per field
Insulin prom up cell count – also measured in Insulin prom up; calls as there; cell count; measured here: cytotoxicity, nuclei count;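 total cells summed across four imaged fields per well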
bCat nuc transl cell count 5 µM – second read-out of bCat nuc transl, no call of its own (marks repeat the call); cell count; measured here: cell count, cytotoxicity flag
MT stabilize HCS Hoechst-high % – recorded beside MT stabilize HCS, whose call it bears; % Hoechst-high responders; measured here: nuclear condensation Hoechst responders;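 share of cells brighter than vehicle mean plus two SD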
MT stabilize HCS cytotoxicity % – second read-out of MT stabilize HCS, no call of its own (marks repeat the call); toxicity, %; measured here: cytotoxicity by cell density;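 0% = mean cell density of plate MIN control wells and 100% = no cells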
Autophagy mod cell loss 18 h – also measured in Autophagy mod; calls as there; toxicity, %; measured here: cell loss, nuclei count;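 cell loss after 18 h compound exposure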
Starred values were filed as active, the others as inactive; i = inactive; · = not tested or not shown; + = active, no number. This is a subset, so the mix of outcomes need not match the whole.

SMILES	HEK293 NOD2/NF-kB	Autophagy mod	Autophagy mod cell loss 18 h	MT stabilize HCS	MT stabilize HCS Hoechst-high %	MT stabilize HCS cytotoxicity %	Insulin prom up	Insulin prom up cell count	Yfh1-depleted yeast	bCat nuc transl	bCat nuc transl cell count 5 µM	Dynein transport	Dynein transport cytoplasmic EGFP	Dynein transport nuclear GR-EGFP	Dynein transport cell count	P. falciparum M17LAP	NOD1 inhibition
Cc1ccc(-n2cc(CN3CCN(Cc4nccn4C)CC3)c(-c3ccc(F)cc3)n2)cc1	-22%	i	0	3.1	2.3	8.1	·	·	i	0.5	866	0.0094	-0.2	0.048	-0.059	-2%	-37%
CCOc1ccc(S(=O)(=O)Nc2ccc(C(=O)N/N=C(\C)c3ccc(-n4ccnc4)cc3)cc2)cc1	12%	i	-7	1.8	1.3	15	0.93	762	i	·	·	-0.39	0.1	-0.11	0.29	-3%	7%
CC1CC(C)(C)CC2(C1)NC(=O)N(CC(=O)NCC(c1ccco1)N1CCCCC1)C2=O (stereo not given)	-9%	i	-1	1.9	2.2	13	0.41	1331	i	-4.9	1211	-0.77	-0.092	-0.29	0.46	1%	-21%
COc1cccc(NC(=O)CN(c2ccc(C)cc2)S(=O)(=O)c2c(C)nn(C)c2C)c1	10%	i	16	3.0	1.8	1.2	-0.45	1059	i	-1.7	894	-0.33	-0.51	-0.17	0.27	-4%	-6%
NC(=O)CC(NC(=O)c1ccc(Br)cc1)c1ccc(N2CCN(c3ccccn3)CC2)c([N+](=O)[O-])c1 (stereo not given)	-10%	·	·	·	·	·	-0.37	936	i	1.3	1334	-0.15	-0.71	-0.12	-0.058	9%	-11%
Cc1ccc(NC(=O)c2cccs2)cc1S(=O)(=O)Nc1cccc(Cl)c1	0%	i	-8	3.1	3.8	12	-0.27	1498	i	-1.9	1122	-1.1	-0.26	-0.74	0.54	6%	6%
COc1cccc(NC(=O)CN(Cc2ccccc2)S(C)(=O)=O)c1	18%	i	2	4.3	2.8	9.4	-0.5	1268	i	·	·	-0.48	-0.29	-0.37	0.59	4%	-5%
N/C(=N\OC(=O)c1cccs1)c1cccc([N+](=O)[O-])c1	-63%	i	18	1.8	1.6	8.4	-0.84	1296	i	2.9	1074	0.37	-0.041	0.51	-1.9	19%	-73%
Cn1nnnc1SCC(=O)Nc1ccc(Br)cc1Cl	4%	i	1	2.9	2.2	9.4	0.5	1163	i	-3.8	1177	-0.031	0.29	0.75	-0.14	-8%	-22%
O=C(c1ccc(=O)[nH]c1)N(Cc1ccco1)C1(C(=O)NC2CCCCC2)CCCCC1	2%	i	-46	4.3	3.0	8.5	1	1872	·	-2.5	1153	-0.23	-0.2	0.28	0.65	7%	-4%
Cc1ccc2c(c1)nnn2C1CCN(S(=O)(=O)c2ccc(C(=O)NC3CCCC3)cc2)CC1	24%	i	10	3.5	1.8	10	-1.6	1344	i	-5.9	975	0.63	-0.17	0.55	0.022	-2%	4%
Cc1nc(-c2ccc(Cl)cc2)sc1C(=O)NN	-69%	·	·	·	·	·	0.91	878	i	-0.8	1331	-1.4	1.3	-0.1	0.69	-7%	-12%
CC(Nc1cc(N2CCN(S(C)(=O)=O)CC2)ccc1[N+](=O)[O-])c1ccccc1 (stereo not given)	4%	i	10	2.0	2.6	15	-0.37	1467	i	-1.1	1164	-0.19	-0.27	0.053	0.56	12%	-4%
O=S(=O)(NC1CCCCCC1)c1ccc(Br)s1	12%	i	-6	3.6	1.6	4.2	-0.1	1043	i	-2.7	1084	0.017	-0.073	0.054	-0.059	3%	-8%
Cc1ccc(C(=O)COC(=O)c2ccc3c(c2)C(=O)N(c2cccc4ncccc24)C3=O)cc1	13%	i	8	2.5	2.4	3.3	0.43	1220	i	-0.3	993	2.1	-0.29	0.71	-0.68	20%	-22%
CN1CC(=O)N(CC(=O)Nc2ccc(Cl)c(C(F)(F)F)c2)C1=O	14%	i	-3	0.9	0.8	1.6	0.55	1640	i	0.0	1329	1	-0.19	0.1	-0.44	9%	7%
CCCCOc1ccc(C(C)(O)CCN2CCOCC2)cc1 (stereo not given)	4%	i	-7	2.2	2.2	4.5	-0.06	1241	i	-9.0	1029	-1	-0.18	0.14	0.034	11%	2%
C=CCN=C1NN=C(c2ccc3c(c2)OCCO3)CS1	38%	i	5	3.4	1.7	4.3	-0.51	1112	i	-4.8	1073	0.46	-0.0046	0.37	-1.1	3%	68%*
CCN(CC)CCCN1C=C2C(=O)C(C)(OC(=O)C3CCCC3)C(=O)C(c3ccccc3)=C2C=C1CCCC(=O)OC (stereo not given)	18%	·	·	·	·	·	0.93	776	i	2.8	1130	0.66	-0.28	0.61	-0.57	-2%	-10%
CN1CCCN(S(=O)(=O)c2ccc3c(c2)OCCO3)CC1	12%	i	-6	2.9	1.5	9.3	·	·	i	·	·	-0.81	-0.21	-1.1	-0.35	-13%	8%
CC(=O)c1ccc(N=Nc2ccc(N(C)C)cc2)cc1	-135%	i	-6	0.9	2.4	7.0	-0.36	1554	i	1.3	1009	-0.12	-0.22	-0.29	0.1	13%	-4%
Cc1c(CCC(C)C)c(-n2ccnc2C)n2c(nc3ccccc32)c1C#N	21%	i	2	2.3	2.4	12	-0.1	1635	i	0.1	1334	-0.15	-0.24	-0.75	-0.13	6%	6%
Clc1ccc(Cn2ncc3c(NCCN4CCOCC4)ncnc32)cc1	-4%	i	0	2.8	1.9	15	0.31	1266	i	0.8	1006	-0.0078	-0.23	-0.051	1	5%	-22%
O=C(Cn1ncc(Cl)c(Cl)c1=O)N1CCN(Cc2ccccc2)CC1	14%	i	11	4.9	6.0	12	-4.7	660	i	3.7	984	-5*	1.6*	-2.5*	0.13*	-18%	85%*
CSCCOC(=O)C1=C(C)Nc2ccc(C)cc2S1	-9%	+	4.7*	2.0	1.3	7.0	·	·	i	-1.7	1125	-0.83	0.02	-0.19	0.43	7%	-46%
COc1cc(/C=C/C(=O)OCC(=O)Nc2ccc(S(N)(=O)=O)cc2)ccc1O	26%	·	·	·	·	·	-0.14	1331	i	-3.9	1246	0.14	-0.23	-0.041	-0.2	21%	-4%
O=C(O)CC(NC(=O)COc1ccc(Cl)cc1Cl)C(=O)O (stereo not given)	4%	i	-7	2.6	2.5	1.3	·	·	i	·	·	-0.088	-0.26	-0.11	0.82	5%	-13%
CCC(=O)Nc1ccc(C(=O)CN2CCC(C)CC2)cc1	10%	i	1	4.5	1.8	7.7	0.4	1183	i	-1.6	1125	-1.1	-0.21	-0.69	1.1	-1%	-19%
C[C@@H]1NC(=O)c2cc([N+](=O)[O-])cc(I)c2NCCCC[C@@H](C(N)=O)NC(=O)[C@H](CCC(=O)O)NC1=O	12%	i	-11	2.7	2.1	7.9	-0.08	1398	i	·	·	0.6	-0.25	0.65	0.19	55%	-20%
CCc1cc(SC#N)cc(CC)c1NC(=O)CCl	-28%	i	58	6.4	2.4	8.9	0.39	876	i	0.9	495	-1.7	0.65	-0.23	0.37	1%	-31%
Cn1cccc1Cc1nnc(SCC(=O)N2CCCCCC2)n1CCc1ccccc1	0%	i	2	5.3	2.2	6.3	-0.16	889	i	-6.5	1116	1.6	0.053	1.4	-2.1	8%	14%
Cc1nn(CCC(=O)O)c(C)c1C	2%	i	-6	1.5	1.0	5.0	-0.05	969	i	1.3	1171	0.94	0.066	1.2	-1.5	1%	-15%
CC(C)CN(CC(C)C)C(=O)CS(=O)(=O)Cc1ccccc1	-5%	i	-5	3.2	1.5	5.4	0.94	1795	i	1.6	1148	-0.5	-0.24	-0.32	1	21%	10%
COc1ccc(C(OCC2CO2)c2ccc(OC)cc2)cc1 (stereo not given)	-2%	i	14	1.9	2.3	5.3	0.24	1242	i	0.4	1037	-0.57	-0.31	-0.27	0.18	-6%	-21%
CC(C(=O)Nc1ccccn1)N1C(=O)C2C3C=CC(C3)C2C1=O (stereo not given)	-4%	i	74	6.6	2.2	18	-0.04	1370	i	4.0	1442	2	-0.27	1.1	-0.72	1%	-16%
COc1cccc(NC(=O)Nc2ccc(C(C)(C)C)cc2)c1	-60%	i	-9	2.4	2.4	17	·	·	i	1.2	1526	0.49	-0.15	0.82	-0.55	-11%	-21%

Entries from the list above containing a cyano group:
SMILES	HEK293 NOD2/NF-kB	Autophagy mod	Autophagy mod cell loss 18 h	MT stabilize HCS	MT stabilize HCS Hoechst-high %	MT stabilize HCS cytotoxicity %	Insulin prom up	Insulin prom up cell count	Yfh1-depleted yeast	bCat nuc transl	bCat nuc transl cell count 5 µM	Dynein transport	Dynein transport cytoplasmic EGFP	Dynein transport nuclear GR-EGFP	Dynein transport cell count	P. falciparum M17LAP	NOD1 inhibition
Cc1c(CCC(C)C)c(-n2ccnc2C)n2c(nc3ccccc32)c1C#N	21%	i	2	2.3	2.4	12	-0.1	1635	i	0.1	1334	-0.15	-0.24	-0.75	-0.13	6%	6%
CCc1cc(SC#N)cc(CC)c1NC(=O)CCl	-28%	i	58	6.4	2.4	8.9	0.39	876	i	0.9	495	-1.7	0.65	-0.23	0.37	1%	-31%
